NOD2 inhibition – inhibition of NOD2-driven NF-kB reporter – cell-based, luminescence, uHTS, HEK293 (AID 1566) | inhibition, % at 4 µM; hits with a dose series show EC50 in µM | 290,000 compounds, 0.63% hits | HEK293 NOD2/NF-kB luciferase reporter, luminescence; higher % means a stronger effect; in the data active means inhibition above about 50%; further: many of its hits are not listed in these tables
Dynein transport – dynein cargo transport inhibition. 220,000 compounds, 0.47% hits. AID 1381. z-score, hits read low. 3617.4 mouse cells, GR-EGFP nuclear translocation imaging; test concentration mostly 20 µM; stimulated with dexamethasone, 1 µM; stronger effect = lower value;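 active means plate z-score of nuclear minus cytoplasmic receptor signal below a set negative limit, without overly bright fluorescence or cell loss, cut at about -3.5 in these data, passing the limit was not always enough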;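 further: z-score of nuclear minus cytoplasmic ring GR-EGFP intensity difference per well; some compounds called inactive have numbers as strong as hits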
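Buffer or medium – tet-free medium with charcoal-stripped serum · Signal – automated 10x imaging of fixed Hoechst-stained cells · Also added – dexamethasone agonist, 1.0 µM final, for 30 min · Incubation – induction 48 h, compound 1 h, agonist 30 min · Read-out – GR-EGFP nuclear translocation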
NOD1 inhibition – inhibition of NOD1-driven NF-kB reporter – cell-based, luminescence, uHTS, primary screen (AID 1578) | NOD1-driven NF-kB luciferase reporter cells, luminescence; higher % means a stronger effect | one-dose inhibition, % at 4 µM; EC50 in µM for titrated hits | 290,000 compounds, 1% hits; in the data active means inhibition mostly above about 36%, no sharp cut-off; inactive means mostly below about 34%;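 further: HEK-293T reporter cells stimulated with the NOD1 agonist gamma-tri-DAP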
M17LAP inhibition – P. falciparum M17LAP inhibitors, primary screen, biochemical, fluorogenic H-Leu-NHMec substrate, 1536-well (AID 1619) | recombinant M17LAP, H-Leu-NHMec fluorogenic kinetic assay; higher % means a stronger effect | inhibition, % at 30 µM, or IC50 in µM where a hit was titrated | 220,000 compounds, 0.38% hits;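 active means compound inhibiting the enzyme by more than half at any dose during confirmatory dose-response retesting; inconclusive means strong single-dose inhibitors picked by rank but not retested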;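 further: plate controls were full reaction with DMSO carrier for no effect and no enzyme background for full effect; strong numbers were not always called active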
bCat nuc transl – modulators of beta-catenin nuclear translocation. HeLa beta-catenin nuclear translocation, immunofluorescence imaging. nuclear translocation activity, % at 5 µM. 190,000 compounds, 0.3% hits. AID 1665;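 active means nuclear translocation activity above 50% at 5 µM, with a well cell count of 50 or more; inconclusive means wells under 50 cells across six images, flagged as toxic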;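 further: per-cell ratio of nuclear to cytoplasmic median beta-catenin stain intensity; plate controls were DMSO negative control for no effect and GSK-3 inhibitor IX positive control for full effect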
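Assay system: human HeLa cells, native beta-catenin; doses: 5 µM primary, 0.02–20 µM confirmation; incubation: compound treatment 24 h, 37°C, 5% CO2; technique: fluorescence imaging of beta-catenin antibody stain plus DAPI; measure: % activation, nuclear-to-cytoplasmic median beta-catenin signal ratio per cell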
Autophagy mod – alters autophagy in cells; calls only at 10 µM (by protocol); MEF GFP-LC3 puncta imaging; test concentration mostly 10 µM; 190,000 compounds, 0.98% hits;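 active means percentage of spot-positive cells more than 3 SD above its plate mean, without a fluorescence outlier flag or 80% toxicity; inconclusive means no clear call, values can overlap the other calls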;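 further: spot-positive cell cutoff set from DMSO-treated cells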
Ins promoter up – MIN6 insulin promoter up-regulation | MIN6 insulin promoter-GFP reporter, high-content imaging; stronger effect = higher value | z-score at 5 µM | 190,000 compounds, 0.3% hits;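 active means z-score above 3 at 5 µM with at least 500 cells counted in the well; inconclusive means wells under 500 cells, flagged as cytotoxic or low count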
MT stabilizer – microtubule stabilization, imaging screen. HeLa tubulin immunostaining HCS, 24 h; share of cells brighter than vehicle mean+2SD. % tubulin-high responders, % at 10 µM. 200,000 compounds, 0.83% hits;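 active means plate Z-score above 3 for both tubulin-high and condensed-nucleus cell shares, with cell loss under 80%, at 10 µM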;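 further: anti alpha tubulin signal scored within the nucleus-defined area of each cell; some results filed as inactive read as strong as hits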
Yfh1-off respiration – enhancers of respiration in Yfh1-depleted yeast, dose response, Friedreich's ataxia, plus single-dose screen (AID 1465) | 220,000 compounds, 0.074% hits | S. cerevisiae Yfh1-off respiration, WST-1 reduction, 72 h; higher fold induction means a stronger effect | fold induction at 50 µM, or EC50 in µM where a hit was titrated;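 active means fold induction of absorbance versus untreated yeast above a set limit, then at least 30% activation at any dose in follow-up; inconclusive means repeats straddling the limit, or above it without dose testing; inactive means fold induction below the set limit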;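 further: activators that raise dye reduction in frataxin-depleted yeast; strong numbers were not always called active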
Dynein transport cytoplasmic EGFP – further read-out of Dynein transport, marked with its call; z-score; measured here: cytoplasmic GR-EGFP intensity; stronger effect = higher value
Dynein transport nuclear GR-EGFP – recorded beside Dynein transport, whose call it bears; z-score; measured here: nuclear GR-EGFP intensity;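 lower value marks the stronger effect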
Dynein transport cell count – second read-out of Dynein transport, no call of its own (marks repeat the call); z-score; measured here: cell count per field
Ins promoter up cell count – recorded beside Ins promoter up, whose call it bears; cell count; measured here: cytotoxicity, nuclei count;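 total cells summed across four imaged fields per well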
bCat nuc transl cell count 5 µM – recorded beside bCat nuc transl, whose call it bears; cell count; measured here: cell count, cytotoxicity flag
MT stabilizer Hoechst-high % – also measured in MT stabilizer; calls as there; % Hoechst-high responders; measured here: nuclear condensation Hoechst responders;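 share of cells brighter than vehicle mean plus two SD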
MT stabilizer cytotoxicity % – second read-out of MT stabilizer, no call of its own (marks repeat the call); toxicity, %; measured here: cytotoxicity by cell density;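 0% = mean cell density of plate MIN control wells and 100% = no cells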
Autophagy mod cell loss 18 h – second read-out of Autophagy mod, no call of its own (marks repeat the call); toxicity, %; measured here: cell loss, nuclei count;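 cell loss after 18 h compound exposure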
Numbers without * were called inactive; i = inactive; ? = inconclusive; · = no result given. These rows are one share of the data; the hit share may differ from the screen's.

SMILES | NOD2 inhibition | Dynein transport | Dynein transport cytoplasmic EGFP | Dynein transport nuclear GR-EGFP | Dynein transport cell count | NOD1 inhibition | M17LAP inhibition | bCat nuc transl | bCat nuc transl cell count 5 µM | Autophagy mod | Autophagy mod cell loss 18 h | Ins promoter up | Ins promoter up cell count | MT stabilizer | MT stabilizer Hoechst-high % | MT stabilizer cytotoxicity % | Yfh1-off respiration
Cc1ccc(Nc2nc(CSc3nnc(-c4ccccc4)n3C)cs2)cc1 | -50% | -0.41 | 0.11 | 0.038 | 0.96 | -18% | 4% | -1.8 | 506 | i | -3 | -0.19 | 1295 | 4.1 | 2.0 | 11 | i
COc1cccc(S(=O)(=O)N2CCN(c3ccccc3F)CC2)c1 | -7% | 1.8 | 0.18 | 1.6 | -3.1 | -6% | -2% | -1.0 | 1139 | i | -8 | -0.14 | 1278 | 2.9 | 2.1 | 7.0 | i
CCNC(=O)NC(=O)C(C)Sc1nnc(COc2ccccc2Cl)o1 (stereo not given) | -3% | 0.51 | -0.035 | 0.66 | -0.46 | -22% | 43% | -3.8 | 1270 | i | 8 | -0.27 | 877 | 1.2 | 1.6 | 5.0 | i
CCOC(=O)c1nc(Nc2ccccc2)c2ccccc2n1 | 10% | 0.29 | -0.0076 | -0.075 | 1.1 | 5% | -2% | · | · | i | -3 | -0.68 | 835 | 2.2 | 1.3 | 8.2 | i
CCOC(=O)c1c(NC(=O)CSC(=S)N(C)C)sc(C)c1C | 6% | -0.45 | -0.21 | 0.29 | 0.45 | -10% | -7% | 0.3 | 534 | i | 0 | -1 | 1103 | 3.0 | 1.7 | 5.7 | i
CCCCc1nn(-c2cc(Cl)ccc2OC)c2c1C(=O)CC(C)(C)C2 | -4% | 0.88 | -0.036 | 0.85 | -1.5 | 8% | -5% | · | · | i | 5 | -0.43 | 1061 | 4.5 | 2.8 | 6.2 | i
COCCn1c(SCC(=O)Nc2cccc(OC)c2)nnc1-c1ccccc1 | 20% | -0.6 | 0.47 | -0.25 | 0.72 | -26% | 10% | 0.2 | 1027 | i | -4 | · | · | 3.1 | 2.7 | 4.3 | i
Cn1c(C(C#N)C2=C(Cl)C(=O)N(c3ccccc3)C2=O)nc2ccccc21 (stereo not given) | 13% | -0.35 | 0.22 | 0.13 | 0.017 | 8% | 5% | -8.2 | 881 | i | -2 | 1.9 | 1212 | 3.8 | 2.9 | 9.8 | i
O=S(=O)(c1ccccc1)N1CCN(c2cc(-c3ccccc3)nc3ncnn23)CC1 | 43% | 0.13 | -0.21 | -0.17 | 0.24 | 62% | 5% | -0.7 | 1364 | i | 31 | -0.87 | 1466 | 1.5 | 2.6 | 6.8 | i
CCOC(=O)c1cc([N+](=O)[O-])sc1NC(=O)c1ccc(S(=O)(=O)N2CC3(C)CC2CC(C)(C)C3)cc1 (stereo not given) | 46% | 0.18 | -0.16 | 0.27 | -1 | 25% | -16% | -0.6 | 1099 | i | 3 | -1.7 | 733 | 6.0 | 5.5 | 15 | i
CCC1C(=O)Nc2ccccc2N1C(=O)c1ccc(Cl)nc1 (stereo not given) | 3% | -0.76 | -0.33 | -0.15 | 0.71 | -7% | -3% | 0.0 | 1083 | i | 2 | 0 | 1376 | 8.7 | 2.1 | 8.0 | i
O=C(c1ccc(SCc2cccc(Br)c2)c([N+](=O)[O-])c1)N1CCN(c2ccccn2)CC1 | 8% | -0.53 | -0.27 | -0.54 | 1.4 | -4% | 2% | · | · | i | -3 | -0.8 | 1195 | 1.5 | 1.9 | 6.6 | i
COC(=O)C1CCN(C(=O)COC(=O)CC(NC(N)=O)c2ccc(Cl)cc2)CC1 (stereo not given) | 15% | -0.71 | -0.2 | -0.1 | 0.74 | 11% | 4% | -1.0 | 770 | i | 9 | -0.22 | 1095 | 3.2 | 3.2 | 0.1 | i
COc1ccc(S(=O)(=O)CC2(O)CCN(C(=O)CC(C)C)CC2)cc1 | -1% | 0.27 | -0.21 | -0.2 | 0.27 | -15% | -3% | 0.6 | 1074 | i | 1 | 0.31 | 1136 | 1.9 | 1.6 | 3.8 | i
O=C(NCC(c1cccnc1)N1CCOCC1)NC1CCCCC1 (stereo not given) | -43% | 0.31 | -0.32 | 0.41 | 0.15 | -23% | 23% | -1.7 | 1124 | i | 1 | ? | · | 2.3 | 2.5 | 0.0 | i
O=C(Cc1ccccc1)N1CCC(C(=O)N2CCN(c3ccc(F)cc3)CC2)CC1 | 16% | 0.2 | -0.23 | 0.087 | 0.96 | -9% | 14% | -3.3 | 1233 | i | -10 | 0.39 | 834 | 3.3 | 2.2 | 6.5 | i
Cc1cc(C)cc(NC(=O)N2CCN(C/C=C/c3ccccc3)CC2)c1 | 2% | 0.18 | -0.031 | 0.39 | -1.2 | -30% | 9% | -2.5 | 1087 | i | 2 | 0.08 | 1622 | 3.8 | 2.2 | 9.7 | i
S=C(N/N=C/c1cccc2ccccc12)Nc1cccc(Cl)c1 | -1% | -0.074 | -0.21 | -0.0013 | 0.31 | -6% | -1% | 0.5 | 1331 | · | · | -0.03 | 962 | · | · | · | i
Cc1ccc(NC(=S)N=Nc2c(O)n(C)c3ccc(S(=O)(=O)N4CCOCC4)cc23)cc1C | 13% | -0.93 | -0.2 | 0.082 | 0.81 | -7% | 7% | -1.3 | 552 | i | 9 | -1.3 | 815 | 3.7 | 0.5 | 2.5 | i
CCNc1nc(Cl)nc(NCc2ccccc2)n1 | 7% | -0.74 | -0.11 | -0.83 | 0.26 | 3% | 2% | · | · | i | 11 | · | · | 2.0 | 1.5 | 0.2 | i
Cc1cc(CNC(=O)COc2ccc([N+](=O)[O-])cc2)c2ccccc2n1 | 33% | -0.72 | -0.19 | -0.42 | 0.73 | 11% | -3% | -1.5 | 1080 | i | 14 | -0.44 | 1215 | 1.3 | 2.5 | 7.4 | i
c1ccc(CSc2nnc(-c3ccccn3)n2-c2ccccc2)cc1 | 16% | 0.29 | -0.26 | 0.89 | 1.3 | 10% | -7% | -1.3 | 1159 | i | 3 | -0.84 | 921 | 2.2 | 0.9 | 7.2 | i
COc1ccccc1CCNC(=O)C1CCCO1 (stereo not given) | -5% | -0.55 | -0.22 | -0.27 | 0.5 | -17% | 4% | · | · | i | -16 | 0.08 | 1306 | 3.4 | 3.1 | 7.0 | i
Cc1cc(NC(=O)CN2CCCC(C)C2)no1 (stereo not given) | 12% | 2.3 | -0.072 | 1.5 | -1.8 | 20% | -8% | -1.0 | 991 | i | 9 | -0.43 | 1634 | 3.2 | 2.1 | 3.8 | i
CCOC(=O)CNC(=O)N1c2ccccc2Sc2ccccc21 | 15% | 1.3 | -0.27 | 0.38 | -0.33 | -25% | 1% | -2.3 | 1001 | i | -11 | 0.68 | 1435 | 1.9 | 1.4 | 1.9 | i
CCOC(=O)c1sc2nc(C)c3c(c2c1N)CC(C)(C)OC3 | 17% | 1.6 | 0.57 | 1.1 | -1 | -4% | -7% | · | · | i | -13 | ? | · | 1.5 | 1.0 | 4.3 | i
Cc1ccc(C(=O)Nc2nnc(-c3ccco3)o2)cc1C | -26% | 0.086 | -0.15 | 0.017 | -0.73 | -21% | -10% | 4.0 | 1032 | i | -12 | -0.56 | 1474 | 3.1 | 2.7 | 1.7 | i
CCCCC(=O)Nc1nc(C)c(-c2csc(Nc3cc(OC)ccc3OC)n2)s1 | -55% | -0.51 | -0.18 | 0.047 | 0.36 | -40% | 1% | 39 | 703 | i | 8 | -2.6 | 1054 | 52* | 23* | 37* | i
CC1CN(S(=O)(=O)c2ccc(C(=O)Nc3ccc(S(=O)(=O)Nc4ncccn4)cc3)cc2)CC(C)O1 (stereo not given) | -5% | -0.59 | -0.31 | -0.72 | 0.99 | -35% | 14% | -1.1 | 969 | i | -8 | 0.24 | 1303 | 1.7 | 3.2 | 6.1 | i
Cn1c(N)c(C(=O)COC(=O)CCc2c[nH]c3ccccc23)c(=O)n(C)c1=O | -1% | -0.67 | -0.18 | -0.19 | 1.4 | 1% | 13% | -4.2 | 1175 | i | 24 | -0.86 | 937 | 1.6 | 1.0 | 8.0 | i
O=C(Nc1ccc[n+](CC(=O)c2cccc3ccccc23)c1)c1ccccc1 | 6% | -0.33 | -0.25 | -0.4 | 1 | 31% | 24% | -0.9 | 465 | i | -13 | -0.31 | 1009 | 1.4 | 3.3 | 4.6 | i
Cc1ccccc1NC(=O)c1ccccc1O | 12% | -1 | -0.27 | -0.55 | 0.1 | -2% | 2% | · | · | i | 1 | -0.27 | 1221 | 1.7 | 1.9 | 21 | i
CN(C)CCNC(=O)/C(=C/c1ccc(-c2cccc([N+](=O)[O-])c2)o1)NC(=O)c1ccccc1 | 15% | -0.54 | -0.16 | -0.096 | -0.24 | 4% | 67% | · | · | i | 8 | 0.13 | 1097 | 3.6 | 2.6 | 8.2 | i

Screening results deposited in PubChem by several laboratories.
